# GBA activity up = enhancers of human beta-glucosidase activity in Gaucher fibroblasts. P04062. L444P Gaucher fibroblasts, 4-MU-glucoside fluorescence, 3 days. hit rate 0.44% among 30,000. activation, % at 10 µM; in the data active = activation above about 65%;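 note: 0% = vehicle wells and 100% = positive control wells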
# Target sequence (P04062 whole entry L483P): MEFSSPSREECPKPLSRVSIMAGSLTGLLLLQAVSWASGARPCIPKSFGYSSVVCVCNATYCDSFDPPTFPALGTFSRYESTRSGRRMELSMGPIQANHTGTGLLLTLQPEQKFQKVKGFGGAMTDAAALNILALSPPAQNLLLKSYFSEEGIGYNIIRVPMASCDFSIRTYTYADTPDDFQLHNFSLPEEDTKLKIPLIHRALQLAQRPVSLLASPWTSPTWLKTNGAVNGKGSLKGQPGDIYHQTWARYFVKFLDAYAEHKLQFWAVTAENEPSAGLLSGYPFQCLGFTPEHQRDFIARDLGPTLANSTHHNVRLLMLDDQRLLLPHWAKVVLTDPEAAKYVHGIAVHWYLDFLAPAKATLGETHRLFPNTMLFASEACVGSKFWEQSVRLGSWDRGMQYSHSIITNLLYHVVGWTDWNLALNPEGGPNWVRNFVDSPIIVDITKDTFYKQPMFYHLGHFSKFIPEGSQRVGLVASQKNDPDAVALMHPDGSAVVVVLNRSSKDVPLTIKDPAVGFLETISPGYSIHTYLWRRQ
# * marks the source's active call; other numbers are inactive results. Only part of the results is shown (hit frequency here may not be typical).
SMILES,GBA activity up
O=C(Nc1cnc2sc3c(n2c1=O)CCCC3)c1ccc(F)cc1,0.5
O=C(CSc1nnc(CNc2ccccc2)o1)N1CCN(C(=O)c2ccco2)CC1,-2.3
CCCOc1ccccc1-c1nc2c([nH]1)c(=O)[nH]c(=O)n2C,-16.9
CCCCN1C(=O)C(NC(C)=O)c2ccccc21 (stereo not given),-6.5
Cc1ccc(S(=O)(=O)c2nc(NC3CCS(=O)(=O)C3)sc2Cl)cc1 (stereo not given),-11.6
Cc1ccc(NC(=O)c2cccs2)cc1NC(=O)c1ccco1,16.9
CC(C)CCn1c(SCCN2CCOCC2)nc2c1c(=O)[nH]c(=O)n2C,-8.3
O=C(CN1CCN(c2ccccc2F)CC1)c1ccc2c(c1)OCO2,-46.0
COC(=O)c1cn(C(=O)c2cccs2)c2ccccc12,89.3*
CNS(=O)(=O)c1ccc(NC(=O)C(CCSC)NC(N)=O)cc1 (stereo not given),-23.3
O=C(NCc1ccc(F)cc1)C1CCC(=O)N1C1CCCCC1 (stereo not given),-32.0
CCC(C)C(NC(=O)c1ccc(Cl)cc1)C(=O)O (stereo not given),-10.2
CCn1cc(C(=O)OC(C)C(=O)Nc2c(C)n(C)n(-c3ccccc3)c2=O)c(=O)c2ccc(C)nc21 (stereo not given),-11.7
CCCN1Cc2cccc(C(=O)NCc3ccc4c(c3)OCO4)c2C1=O,-14.1
CCOC(=O)c1ccc(Nc2nnc3nc(C)cc(C)n23)cc1,5.3

# Filtered by structure, the entries above containing an aryl thioether with sulfur outside any ring.
SMILES,GBA activity up
O=C(CSc1nnc(CNc2ccccc2)o1)N1CCN(C(=O)c2ccco2)CC1,-2.3
CC(C)CCn1c(SCCN2CCOCC2)nc2c1c(=O)[nH]c(=O)n2C,-8.3

# (continued)
SMILES,GBA activity up
O=C(Cn1nnc(-c2ccccc2)n1)OCc1csc(-c2ccccc2)n1,-32.5
CC(CCc1ccccc1)NC(=O)COC(=O)C1=COCCO1 (stereo not given),-21.6
Cc1cc2cc(CN(Cc3ccco3)C(=O)NCc3ccccc3)c(=O)[nH]c2cc1C,20.5
CCS(=O)(=O)NCCc1cc2cc(C)c(C)cc2[nH]c1=O,11.0
O=C(CCCC1=NS(=O)(=O)c2ccccc2N1)N1CCN(c2ccccc2)CC1,42.5
CCCCN(CC)S(=O)(=O)c1ccc2c(c1)CCCN2C(C)=O,-5.3
O=C(Cn1cnc2ccccc2c1=O)NCC(=O)N1CCN(c2ccccn2)CC1,52.6
CC(=O)c1ccc(NC(=O)C2CCC(C)NC2=O)cc1 (stereo not given),-7.5
CCC(C)NC(=O)CCNS(=O)(=O)c1ccc(Br)cc1 (stereo not given),2.9
c1ccc(Cc2nnc3sc(Nc4ccccc4)nn23)cc1,-74.3
CCOC(=O)c1c(C)oc2c1c1c(c3ccccc32)OCN(Cc2cccnc2)C1,8.7
Cc1ccc(-c2nnn(CC(=O)N(c3ccc(F)cc3)C(C(=O)NC3CCCC3)c3ccco3)n2)o1 (stereo not given),-37.4
CCCCn1c(NCCN(C)C)nc2c1c(=O)[nH]c(=O)n2C,-6.5
CC(C)OC(=O)CCCCCN1C(=O)CSC1=S,-25.5
O=C(NCCCc1ccccc1)c1cnc2n(c1=O)CCS2,-16.2

# Random excerpt: two entries already listed
SMILES,GBA activity up
c1ccc(Cc2nnc3sc(Nc4ccccc4)nn23)cc1,-74.3
CC(CCc1ccccc1)NC(=O)COC(=O)C1=COCCO1 (stereo not given),-21.6

# More structures follow.
SMILES,GBA activity up
CN(C)CCCNC(=O)CCC1CCCCC1,-16.2
N#Cc1nc(-c2ccccc2Cl)oc1NCc1ccco1,1.8
O=C1CC(N2CCN(CCc3ccccn3)CC2)C(=O)N1c1ccc(Cl)cc1 (stereo not given),-15.5
CCCCCCn1c(CN2CCCCC2CC)nc2c1c(=O)n(C)c(=O)n2C (stereo not given),-19.0
Cc1nc2cc(NC(=O)N(C)c3ccc4ccccc4c3)ccc2o1,2.8
O=C(Nc1nc2ccccc2n1Cc1ccccc1)c1ccco1,-15.0
O=C(CN1CCN(CC(=O)Nc2ccccc2C(F)(F)F)CC1)Nc1ccccc1F,-46.1
CCn1c(COc2ccc(C)cc2)nnc1SCC(=O)Nc1ccc2c(c1)OCCO2,4.3
COc1ccc2nc(C)c(C(=O)OCCN(C)C)cc2c1,-4.5
CCOc1ccccc1N(CC(=O)Nc1ccc2c(c1)OCCO2)S(C)(=O)=O,54.3
CCCCn1c(SCC(=O)N2CC(C)CC(C)C2)nc2cc(S(N)(=O)=O)ccc21 (stereo not given),0.9
O=C(O)CC(C(=O)OC1CCCCC1)N1CCOCC1 (stereo not given),-1.4
COc1ccc(Cl)cc1S(=O)(=O)N1CCN(C(=O)COc2ccccc2)CC1,-16.2
CCC(Sc1ncccc1C(=O)O)C(=O)N1CCOCC1 (stereo not given),-16.1
COc1nnc(-c2ccc(C(=O)N3C[C@@H]4C[C@H](C3)c3cccc(=O)n3C4)cc2)c2ccccc12,-11.9

# 4 successive compounds from above:
SMILES,GBA activity up
CN(C)CCCNC(=O)CCC1CCCCC1,-16.2
N#Cc1nc(-c2ccccc2Cl)oc1NCc1ccco1,1.8
O=C1CC(N2CCN(CCc3ccccn3)CC2)C(=O)N1c1ccc(Cl)cc1 (stereo not given),-15.5
CCCCCCn1c(CN2CCCCC2CC)nc2c1c(=O)n(C)c(=O)n2C (stereo not given),-19.0

# (next part)
SMILES,GBA activity up
CCCn1c(SCC(=O)Nc2ccccc2CC)nnc1C(C)C,7.0
CCOC(=O)C1CCCN(c2ccc(NC(=O)c3snc4c(=O)[nH]cnc34)cc2)C1 (stereo not given),-2.4
CCCCSc1nnc([C@H](CC(C)C)NC(=O)OC(C)(C)C)o1,-5.9
Cc1ccc(CN2C(=O)CCC2C(=O)NCCCN2CCCC(C)C2)cc1 (stereo not given),-14.7
N#CCCN1CCN(Cc2cc(-c3ccccc3)ccc2O)CC1,-10.1
CC1CC(C)CN(c2oc(-c3ccccc3Cl)nc2C#N)C1 (stereo not given),-7.1
CC(C)(C)OC(=O)NC(CCCCNC=O)C(=O)O (stereo not given),-14.1
COC(=O)c1[nH]c2cc(OC)c(OC)cc2c1NC(=O)c1cccc(OC)c1,-4.0
Cc1ccc(N2C(=O)[C@@H]3Cc4ccccc4CN3C2=O)cc1,-5.7
CCOC(=O)C1CCCN(Cc2c(F)cccc2Cl)C1 (stereo not given),-3.9
CCOC(=O)C(NCCCO)c1ccccc1 (stereo not given),-44.4
CCCOc1cccc(C(=O)Nc2nnn(CCC)n2)c1,-14.1
COc1cc(C2=Nc3c(c(C)nn3-c3ccccc3)P(=O)(N3CCOCC3)O2)cc(OC)c1OC (stereo not given),-9.0
O=C(O)CN1C(=O)CSc2ccccc21,-8.3
CCOc1nc(-c2ccc(C)cc2)ccc1-c1noc(COC)n1,-29.6
CCc1c(C)nc(N)n2c(SCC(=O)N3CCN(c4ccccc4OC)CC3)nnc12,-14.9
Cc1ccc(C(=O)Nc2ccccc2N2CCN(C(=O)C(C)C)CC2)cc1,7.0
FC(F)(F)c1cccc(N2Cc3ccccc3C2)c1,-29.9
CCOc1ccc(NCC(=O)Nc2ccc(C)cc2C)cc1,-35.9
NC(=O)c1ccc(N2CCCCC2)c(N2C(=O)CCC2=O)c1,5.0
Cc1sc(NC(=O)CSc2nnc(COc3ccccc3)n2C)c(C#N)c1C,-7.2
CC(C)Cn1c(N)c(S(=O)(=O)c2cccs2)c2nc3ccccc3nc21,-28.3
Cc1ccc(C)c(C(C)NC(=O)C2C3CCC(O3)C2C(=O)O)c1 (stereo not given),-30.0
O=S(=O)(c1ccc(OCC(O)CN2CCc3ccccc3C2)cc1)N1CCOCC1 (stereo not given),-18.3
CCOC(=O)c1oc2ccccc2c1NC(=O)c1cccc(OC)c1OC,-25.9
Cc1c(NC(=O)CSc2nc(-c3ccco3)cc(C(F)(F)F)n2)c(=O)n(-c2ccccc2)n1C,-4.2
COc1ccc(-n2nc3c(c2NC(=O)c2cc4ccccc4oc2=O)CS(=O)(=O)C3)cc1,17.6
CCN(CC)S(=O)(=O)c1ccc(NC(=O)C(OC)c2ccccc2)cc1 (stereo not given),-19.1
CCN1C(=O)/C(=C2/SC(C)=C(C)N2CC)SC1=S,-19.4
COc1ccc(S(=O)(=O)N(CCCN2CCCC2=O)Cc2cc3c(C)ccc(C)c3[nH]c2=O)cc1,-24.5
CCN(CC(=O)NC(C)C)C(=O)CCNC(=O)c1ccc(Cl)cc1,21.0
COc1cc(C(=S)N2CCC(C(N)=O)CC2)ccc1O,-8.3
O=C(COC(=O)C1CCCN1C(=O)c1cccs1)c1ccccc1 (stereo not given),-9.6
CCn1c(SCc2nc(CC(=O)Nc3ccccc3OC)no2)nnc1-c1cccs1,9.8
O=C(O)c1ccc2c(c1)CC(c1ccccc1)OC2=O (stereo not given),-20.7
Cc1nc(SCC(=O)c2c[nH]c3ccccc23)n[nH]1,2.8
COc1ccccc1C(=O)N1CCN=C1c1ccccc1,-3.7
COC(=O)c1ccc(CSc2nnc(-c3ccncc3)o2)o1,-2.0
Cc1ccc2nc(C3CCN(CC(=O)Nc4ccc5c(c4)OCCO5)CC3)[nH]c2c1,47.2
CCCS(=O)(=O)N1CCC(C(=O)NCCCOCC)CC1,-12.6
COc1ccc(N2CCN(C(=O)CCS(=O)(=O)c3cccc4nsnc34)CC2)cc1,4.5
O=S(=O)(NC1c2cccc3cccc(c23)C1N1CCN(CCO)CC1)c1ccccc1 (stereo not given),-22.0
CCOC(=O)CSC1=C(C#N)C(c2ccccc2OCC)C(C(=O)OCC)C(=O)N1 (stereo not given),-0.1
COc1ccc(CNC(=O)c2cnc(C)cn2)c(OC)c1,-12.6
CCOc1ccc2sc(NS(=O)(=O)c3ccc(OC)c(OC)c3)nc2c1,-8.6
Cc1cccc2cc(CN(Cc3nnnn3Cc3ccco3)C3CCCC3)c3nnnn3c12,1.8
CN(Cc1ccccc1)S(=O)(=O)c1ccc2c(c1)n(C)c(=O)n2C,-6.1
CCCC(C(=O)NC1CCCCC1)N(CC1CCCO1)C(=O)CNS(=O)(=O)c1ccc(F)cc1 (stereo not given),18.3
COc1ccccc1OCc1ccc(C(=O)N2CCN3CCCC3C2)cc1 (stereo not given),-12.9
COc1cc(NC(=O)C2CCCN(S(=O)(=O)c3cccc4nsnc34)C2)cc(OC)c1 (stereo not given),2.2
OC(c1ccc(Cl)cc1)c1nnc(-c2ccccc2)o1 (stereo not given),-12.4
COc1ccccc1OCCC(=O)OCC(=O)NC(=O)NC(C)(C)C,4.9
CCCOc1nc(N)c(C#N)c(-c2ccccc2F)c1C#N,-25.1
Cc1[nH]c2ccccc2c1CCO,-5.7
COc1ccc(-c2csc(NCc3ccco3)n2)cc1,-32.3
C1CCc2c(nnc3c2-c2nonc2CC3)C1,19.1
CC(=O)c1c(C)[nH]c(C(=O)NCCCN2CCCC2)c1C,6.7
CC(=O)c1cccc(NC(=O)Nc2ccc(C(=O)N3CCCC3)cc2)c1,-24.9
C=CCNC1=C(Cl)C(=O)N(c2ccccc2Cl)C1=O,-21.1
Cc1cc(C)cc(OCc2nnc(SCC(=O)c3ccc(Br)cc3)o2)c1,-16.5

# Next section (two carried over from the part before).
SMILES,GBA activity up
C=CCNC1=C(Cl)C(=O)N(c2ccccc2Cl)C1=O,-21.1
Cc1cc(C)cc(OCc2nnc(SCC(=O)c3ccc(Br)cc3)o2)c1,-16.5
CCc1ccccc1OCC(=O)Nc1ccc(S(N)(=O)=O)cc1,24.2
Cc1ccc(C2/C(=C(/O)c3cnn(-c4ccccc4)c3C)C(=O)C(=O)N2CCN2CCOCC2)o1 (stereo not given),-17.9
COc1ccc(CN2C(=O)c3ccccc3C2C(=O)NCC2CCCO2)c(OC)c1 (stereo not given),-2.0
CCOC(=O)c1ccc2c(c1)N(Cc1ccccc1C)C(=O)c1ccccc1S2=O (stereo not given),-4.3
CC(C)(C)n1nnnc1C(c1ccccc1F)N1CCN(C2CCCC2)CC1 (stereo not given),-35.2
Cc1ccccc1-c1nc2ccccc2c(=O)n1C1CCS(=O)(=O)C1 (stereo not given),0.0
COc1cccc(-c2cc(C(=O)N3C(C)CCCC3C)no2)c1 (stereo not given),-59.3
Cc1cccc(C#N)c1NC1=CC(=O)CC(C)(C)C1,-10.0
CCOC(=O)CCC(=O)c1c(C)oc2ccc(OC)cc12,9.5
CCN(CC)CC(=O)n1c2c(c3ccccc31)CCCC2,-33.0
CCSc1nnc(NC(=O)CSc2nccn2-c2cc(C)cc(C)c2)s1,-7.2
Cc1ccc(Cn2c(=S)[nH]c3ccc(N4CCOCC4)cc3c2=O)o1,-8.1
COc1ccc(NC(=O)CN(c2cccc(F)c2)S(C)(=O)=O)cc1OC,-4.8
CCOC(=O)c1c(-c2cccs2)csc1NC(=O)c1ccco1,-3.0
CC(C)CCn1c(CN2CCOCC2)nc2c1c(=O)n(C)c(=O)n2C,-0.5
CCC(=O)NCCNC(=O)c1c(SC)nsc1SC,2.0
COc1cccc(N2CCN(Cc3nc(N)nc(Nc4ccccc4OC)n3)CC2)c1,2.3
COc1cc2c(cc1NC(=O)CN1C(=O)NC3(CCc4ccccc43)C1=O)oc1ccccc12 (stereo not given),14.6
O=C(O)Cn1nc(-c2ccc(F)cc2)oc1=O,0.7
Cc1nc(SCC(=O)OCc2ccccc2)c2c(=O)n(C)c(=O)n(C)c2n1,-19.1
CC(=O)Nc1nonc1-c1nc2ccccc2n1Cc1nnc(C)o1,-4.0
CCC(=O)Nc1cc2c(cc1C(=O)CC)OCCO2,-15.9
CCN(CC)CCCNC(=O)c1nn(-c2ccccc2OC)c(=O)c2ccccc12,-45.8
